Screening data from PubChem BioAssay.
Fluorescein autfl: fluorescein region autofluorescence | AID 593 | 59,000 tested, 0.91% active | max fluorescein-equivalent concentration, M | Compound autofluorescence, 480/540 nm, fluorescein-equivalent; active compounds read high; in the data active means max fluorescein-equivalent concentration above about 10 nM; inconclusive means between about 1.1 nM and that limit
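Each compound is tested across a concentration series in 100 mM Tris buffer at pH 8.0. After 15 min at room temperature, plates are imaged with 480 nm excitation and 540 nm emission filters, and intensities are converted to fluorescein-equivalent values.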
ALOX15 inhib: 15-hLO (ALOX15) enzyme inhibition; Potency, µM (series often up to 57.1 µM), for inactives: top-dose activity change, negative = inhibition, hits mostly inhibitors; purified 15hLO-1, xylenol orange hydroperoxide absorbance; 74,000 tested, 1.4% active; further: potency means the concentration at half of the fitted maximal effect; on the % scale 0 is the no-effect control and ±100 the full control effect; nearly all actives have a fitted effect of over 55% in size
Target sequence (P16050 whole entry, looked up): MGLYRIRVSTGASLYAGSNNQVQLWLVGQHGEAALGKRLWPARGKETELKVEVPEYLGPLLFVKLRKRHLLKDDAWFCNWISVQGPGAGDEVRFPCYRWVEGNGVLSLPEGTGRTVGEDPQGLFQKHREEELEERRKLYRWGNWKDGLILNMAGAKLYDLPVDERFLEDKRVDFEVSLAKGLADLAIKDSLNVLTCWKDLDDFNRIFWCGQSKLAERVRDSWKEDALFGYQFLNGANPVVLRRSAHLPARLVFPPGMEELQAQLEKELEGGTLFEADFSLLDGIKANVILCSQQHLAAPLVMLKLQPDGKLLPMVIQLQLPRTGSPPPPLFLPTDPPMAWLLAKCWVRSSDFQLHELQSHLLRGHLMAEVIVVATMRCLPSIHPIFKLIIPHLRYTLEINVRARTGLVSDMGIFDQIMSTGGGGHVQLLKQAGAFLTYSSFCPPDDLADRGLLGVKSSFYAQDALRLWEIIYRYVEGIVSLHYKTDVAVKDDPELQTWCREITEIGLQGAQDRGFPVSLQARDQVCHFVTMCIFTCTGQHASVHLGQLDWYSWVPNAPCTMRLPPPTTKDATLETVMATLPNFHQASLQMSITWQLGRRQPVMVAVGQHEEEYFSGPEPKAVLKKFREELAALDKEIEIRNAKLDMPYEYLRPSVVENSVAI
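Purified human 15hLO-1 (40 nM final) in 25 mM Hepes pH 7.5, 0.01% Triton X-100 was preincubated with compound 15 min at room temperature, then reacted 6 min with 50 uM arachidonic acid; hydroperoxide detected by Fe-XO, 573/405 nm absorbance ratio.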
Ub-GFP proteasome: proteasome inhibitors stabilizing ubiquitin-GFP reporter | Potency, µM (top dose mostly 45.9 µM), for inactives: at the top dose activation (GFP accumulation), most hits filed as activators | Ubiquitin-GFP reporter cells, proteasome inhibition, GFP fluorescence; response scale: untreated = 0%, 10 µM MG-132 = 100% | 67,000 tested, under 10 active; active means well fitted activation curve with a large enough effect, not every such curve was filed as active; inconclusive means small, poorly fitted or top-dose-only effect, or another doubt; inactive means no such curve, though single readings can be large or run the other way; further: potency means the concentration at half of the fitted maximal effect
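U2OS cells expressing ubiquitin(G76V)-GFP, seeded overnight in 0.5% FBS medium, then treated 4 hr at 37 C across 46 uM to 2.9 nM. GFP-positive cells counted by laser cytometry (488 ex/515 em); %activity scaled between basal and 10 uM MG-132.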
DNA Pol III inh: blocks replication by bacterial DNA polymerase III holoenzyme. reconstituted DNA polymerase III holoenzyme replication, biochemical. AID 603. 71,000 tested, 0.25% active. Potency, µM (doses to about 57.1 µM), inactives show at the highest dose activity change, negative = inhibition; further: potency means the concentration at half of the fitted maximal effect; on the % scale 0 is the no-effect control and ±100 the full control effect
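Reconstituted *E. coli* holoenzyme (0.35 nM Pol III, 1 nM beta, 154 nM SSB, 2 nM primase) was preincubated with compound for 15 min at RT. Synthesis on 1.4 nM ssM13Gori ran 35 min, then was stopped with PicoGreen/EDTA and read as dsDNA fluorescence.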
Rhodamine autofl: compound autofluorescence in rhodamine spectral region | max dye-equivalent concentration, M | Rhodamine-region fluorescence, 547/598 nm, Tris buffer; active compounds read high | 59,000 tested, 0.05% active | AID 594; in the data active means max dye-equivalent concentration above about 11 nM; inconclusive means between about 1.1 nM and that limit
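Compounds in 100 mM Tris buffer, pH 8.0, were incubated 15 min at room temperature, then read at 547 nm excitation and 598 nm emission. Fluorescence was normalized against a per-plate six-point rhodamine standard curve as dye-equivalent concentration.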
Texas Red fluor: Texas Red region autofluorescence; AID 587; max dye-equivalent concentration, M; 59,000 tested, 0.06% active; Compound fluorescence, Texas Red channel, 547/618 nm; active compounds read high; in the data active means max dye-equivalent concentration above about 10 nM; inconclusive means between about 1.1 nM and that limit
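Fluorescence at ex 547/em 618 nm, normalized against an on-plate Texas Red standard series to give dye-equivalent concentration per compound concentration. Buffer 100 mM Tris, pH 8.0; 15 min RT incubation before CCD imaging.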
HADH2 inhib: blocks human hydroxyacyl-CoA dehydrogenase type II; AID 886; recombinant HADH2, NADH fluorescence, beta-hydroxybutyryl-CoA; 73,000 tested, 3.4% active; Q99714; Potency, µM (highest dose often 57.1 µM), without a hit: at the top dose activity change, negative = inhibition, actives largely listed as inhibitors; further: potency means the concentration at half of the fitted maximal effect; on the % scale 0 is the no-effect control and ±100 the full control effect; nearly all actives have a fitted effect of over 60% in size; many of its hits are not listed in these tables
Target sequence (Q99714 whole entry, looked up, one chain of several): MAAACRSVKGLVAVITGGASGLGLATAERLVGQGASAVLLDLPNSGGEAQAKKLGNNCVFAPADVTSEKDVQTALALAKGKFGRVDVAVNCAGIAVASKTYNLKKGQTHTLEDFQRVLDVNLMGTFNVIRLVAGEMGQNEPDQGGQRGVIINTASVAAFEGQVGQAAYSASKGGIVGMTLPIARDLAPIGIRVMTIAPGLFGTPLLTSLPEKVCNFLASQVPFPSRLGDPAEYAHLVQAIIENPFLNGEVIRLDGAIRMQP
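NADH fluorescence (ex 360/em 450 nm) read every 30 s for 4 min; activity taken as last-minus-first time point difference. Enzyme 20 nM, NAD+ 1 mM, beta-hydroxybutyryl-CoA 90 uM, pH 9.0 Tris buffer.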
GFP derepression: epigenetic GFP locus derepression in mouse cells | mouse C127i GFP locus derepression, cytometry, 30 h | 68,000 tested, 0.09% active | AID 597 | Potency, µM (titrated, usually from 46.1 µM), for inactives: top-dose GFP derepression (activation); further: % of control where 0% means no effect
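Locus derepression in mouse mammary C127i cells whose integrated CMV-GFP reporter is normally silent; GFP expression after 30 h compound treatment was quantified by counting fluorescent cells.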
Hsp90 Hop PPI: changes Hsp90-Hop TPR2A binding signal, up or down | AlphaScreen TPR2A-His6 binding biotin-Hsp90 C-terminal peptide | Potency, µM (top dose mostly 57 µM), for the others: at the top dose activity change, negative = inhibition | AID 595 | 71,000 tested, 0.44% active; active means well fitted curve in either direction with a large enough effect; inconclusive means small, poorly fitted or top-dose-only effect, or another doubt; further: potency means the concentration at half of the fitted maximal effect; on the % scale 0 is the no-effect control and ±100 the full control effect; many of its hits are not listed in these tables
HBB splicing: alters splicing of the hemoglobin beta chain; HBB splicing reporter cell assay, activation; EGFP reporter with mutant IVS2-654 intron; response scale: normalised to 500 nM splice-correcting PNA; Potency, µM (series often up to 46.1 µM), for the others: at the top dose activation, hits mostly activators; 65,000 tested, 0.06% active; further: potency means the concentration at half of the fitted maximal effect; 0% is about no effect
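HeLa cells stably expressing EGFP interrupted by mutant beta-globin intron 2 (IVS2-654), 500/well in 2% FCS. Treated with compound for 2 days at 37C. Splicing correction scored as total well GFP intensity (488 nm excitation, 500-520 nm emission); 500 nM antisense PNA served as control.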
4MU fluor: compounds fluorescent in 4-MU spectral region; AID 589; max dye-equivalent concentration, M; compound autofluorescence, 340/450 nm, 4-MU equivalents; active compounds read high; 59,000 tested, 11% active; in the data active means max dye-equivalent concentration above about 10 nM; inconclusive means mostly about 1.1 nM to 9.6 nM
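Compounds in 100 mM Tris, pH 8.0, sat 15 min at room temperature before fluorescence was read at 340 nm excitation/450 nm emission; a per-plate six-point 4-MU standard curve converted signals to dye-equivalent concentration at each compound concentration.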
Starred values were filed as active, the others as inactive; i = inactive; ? = inconclusive; · = no result given; & = joins results of further samples; [ ] = dose if it differs, or a comment. Unless noted, the call rests on the fitted dose curve; in most records, active means well fitted curve in the direction sought with a large enough effect; inconclusive means small, poorly fitted or top-dose-only effect, or another doubt; inactive means no such curve, though single readings can be large; an effect the other way counts as inactive or inconclusive.

mol,Ub-GFP proteasome,Hsp90 Hop PPI,HBB splicing,Texas Red fluor,Rhodamine autofl,GFP derepression,ALOX15 inhib,Fluorescein autfl,DNA Pol III inh,HADH2 inhib,4MU fluor
Cc1ccnc(NC(=O)CCC(=O)N(CC(=O)NCCc2ccccc2)Cc2ccco2)c1,-4%,-5%,·,?,i,-2%,16%,i,-3%,8%,i
Cc1cccc(N2C(=O)CC(N3CCN(c4cccc(C(F)(F)F)c4)CC3)C2=O)c1 (stereo unspecified),8%,1%,-0.8%[9.22 µM],·,·,-2%,-11%,·,0%,1%,·
C=CCn1c(SC/C=C/c2ccccc2)nnc1-c1sc(N)nc1C,-5%,-3%,3.5%,?,i,0%,2%,i,-5%,11%,?
COc1ccc(-c2[nH]ncc2-c2ccc3c(c2)OCCO3)c(O)c1,2%,-6%,3.8%[0.369 µM],i,i,6%,?,i,4%,-20%,i
COc1ccc(N2CCN(C(=O)C(OC(C)=O)c3ccccc3)CC2)cc1 (stereo unspecified),3%,-5%,0.9%,i,i,2%,-6%,?,-5%,-2%,i
CC(=O)c1cccc(NC(=O)C2CCN(S(=O)(=O)c3ccc(C)cc3)CC2)c1,3%,1%,-0.1%,?,i,-2%,-1%,i,-5%,12%,i
CCOC(=O)c1c(C)oc2ccc(O)c(CN(C)C)c12,-2%,-2%,1.8%,i,i,-1%,-13%,?,1%,7%,i
Cc1cc(C)n(/N=C/c2ccccc2)c(=O)c1C#N,3%,-2%,-0.7%,i,i,0%,12%,i,-1%,-5%,i
Cc1ccc(/C(O)=C2/C(=O)C(=O)N(Cc3ccco3)C2c2cccs2)cc1 (stereo unspecified),·,·,·,?,i,6%[20.6 µM],·,i,·,·,i
CCOC(=O)Cc1csc(NC(=O)C2CCCN(S(=O)(=O)c3cnc[nH]3)C2)n1 (stereo unspecified),-6%,2%,-0.4%,·,·,2%,3%,·,-2%,8%,·
Cc1nn2c(N)csc2nc1=O,0%,-9%,-0.1%,i,i,0%,-7%,?,-4%,?,1.2e-08M*
Cn1c(=O)c(C(=O)c2ccccc2)nc2ccccc21,·,-4%,2.9%[0.369 µM],i,i,0%,-3%,i,-8%,-6%,?
CCOc1ccc(S(=O)(=O)Nc2ccc(S(=O)(=O)N3CCOCC3)cc2)cc1,2%,-3%,0.7%,i,i,0%,0%,i,-2%,-2%,i
CCOC(=O)c1cc(C)[nH]c(=S)c1C#N,8%,-4%,-0.2%,i,i,0%,4µM*,i,-4%,1.3µM*,3.7e-08M*
COc1ccc(N2CCN(C(=O)CNC(=O)Cn3c(C)cc4ccccc4c3=O)CC2)cc1,1%,2%,3.2%,i,i,-1%,-16%,?,-5%,5%,i
Cc1cc(NC(=O)CSc2nc3c(c(-c4cccnc4)c2C#N)CCC3)no1,-5%[9.17 µM],-1%[11 µM],-1.7%[0.0738 µM],·,·,0%,-5%[11.4 µM],·,3.2µM*,7%[11.4 µM],·
O=C(NCc1ccco1)[C@@H]1CSC2c3ccccc3C(=O)N21 (stereo partly specified),-2%,-1%,-1.4%[0.369 µM],i,i,4%,-5%,?,-17%,-15%,i
COc1ccccc1C1C(C(N)=O)=C(C)Nc2nc(-c3ccc(Cl)cc3)nn21 (stereo unspecified),3%,0%,-0.4%,·,·,-2%,3%,·,-2%,-3%,·
CC(C)CC(=O)Nc1ccccc1-c1nnn(CC(=O)N2CCOCC2)n1,-6%,2%,·,i,i,0%,-8%,i,-5%,1%,i
CC1Cc2ccccc2N1C(=O)CCNS(=O)(=O)c1cccc2nsnc12 (stereo unspecified),-9%,-5%,0.3%,?,i,6%,1%,i,-1%,-4%,i
COC(=O)c1ccccc1NC(=O)c1cc2ncc(Br)cn2n1,-5%,0%,-0.9%,i,i,0%,-11%,i,-7%,-12%,?
O=C(Oc1ccccc1)N1CCC2(CCCN(c3ncccn3)C2)CC1,0%,3%,0.9%,i,i,7%[9.22 µM],-15%,i,1%,0%,i
Cc1ccccc1CS(=O)(=O)CCC(=O)NCCCN1CCN(c2ccccc2F)CC1,-8%,-10%,-0.4%,i,i,-1%,-1%,i,6%,7%,i
CCC(C)C(NC(=O)c1ccccc1NC(=O)c1ccco1)C(=O)O (stereo unspecified),-2%,-2%,·,?,i,0%,11%,i,-2%,0%,i
COc1ccc(CCN(C)CCN2C(=O)c3ccccc3C2=O)cc1OC,1%,-1%,·,i,i,-2%,-4%,i,-9%,0%,i
CC[C@H](NC(=O)c1c(C)c(-c2ccccc2)nc2ccccc12)c1ccccc1,4%&9%,-3%&2%,-1.2%,i,i,0%&-1%,-16%[25.6 µM],?,-1%&-2%,9%&1%,i
CCOC(=O)CSC1=C(C#N)C(c2ccco2)C(C(=O)Nc2cccc(C(F)(F)F)c2)=C(C)N1 (stereo unspecified),-3%,0%,-0.5%,i,i,0%,-17%,i,-4%,?,2.3e-08M*
COc1cc(NC(=O)c2ccco2)c(OC)cc1NC(=O)CCC(=O)Nc1cc(C)cc(C)c1,1%,-7%,0.0%[57.5 µM],?,i,10%,-6%,i,-6%,6%,2e-08M*
COc1ccc2cc3[n+](cc2c1OC)CCc1cc2c(cc1-3)OCO2,3%[20.5 µM],1%,-1.1%,i,i,2%[20.6 µM],2%,?,-9%,-16%,i
O=C(Nn1c(=S)[nH]c2ccccc2c1=O)c1ccncc1,-12%,-2%,0.3%[9.22 µM],·,·,-2%,5%,·,-5%,-4%,·

Continuation.
mol,Ub-GFP proteasome,Hsp90 Hop PPI,HBB splicing,Texas Red fluor,Rhodamine autofl,GFP derepression,ALOX15 inhib,Fluorescein autfl,DNA Pol III inh,HADH2 inhib,4MU fluor
CC1CCCCN1C(=O)CSc1nnc(-c2ccco2)n1CC1CCCO1 (stereo unspecified),-4%,-5%,-4.7%,?,i,1%,2%,?,0%,-4%,i
CN(C)S(=O)(=O)N1CCN(CC(=O)Nc2cc(Cl)ccc2Cl)CC1,-3%,4%,-0.1%,i,i,2%,4%,?,1%,7%,i
CCS(=O)(=O)N1CCN(c2cccc(C)c2C)CC1,0%[9.17 µM],?,1.0%[0.0738 µM],·,·,0%,4%[11.4 µM],·,-9%[11.4 µM],2%[11.4 µM],·
CCOC(=O)CSc1nc2c(c(=O)[nH]c(=O)n2C)n1CCc1ccccc1,-5%,-1%,0.1%,i,i,-1%,3%,i,11%,-3%,i
CCOC(=O)C1=C(C)NC(C)=C(C(=O)OC)C1c1cccc([N+](=O)[O-])c1 (stereo unspecified),·,·,·,i,i,6%[20.6 µM],·,i,·,·,i
O=C(O)C1=CCCN(CCON=C(c2ccccc2)c2ccccc2)C1,1%&-2%,1%&-8%,1.3%,i,i,0%&-2%,-3%[25.6 µM],?,-3%&1%,15%&-18%,i
Cc1ccc(-c2nnc3c4ccccc4c(C)nn23)cc1NC(=O)CN1CCOCC1,17%,-4%,1.0%,i,i,-3%,9%,i,-2%,13%,?
O=C(CCc1ccccc1)Nc1ccc(Cl)cn1,-4%,1%,-0.4%,i,i,0%,7%,i,-2%,-4%,i
N=c1c(C(=O)NCC2CCCO2)cc2c(=O)n3ccccc3nc2n1Cc1cccnc1 (stereo unspecified),-3%,-5%,·,i,i,-1%,-10%,?,-8%,14%,8.3e-06M*
Cn1c(NC(=O)c2ccc(Br)o2)cc(=O)n(C)c1=O,2%,-3%,-0.9%,i,i,0%,-3%,i,-4%,-2%,i
COc1cccc(C2CC(c3ccc(Cl)cc3Cl)n3nc(N)nc3N2)c1 (stereo unspecified),0%,-1%[2.3 µM],0.2%,·,·,·,19%,·,-5%,4%,·
O=C(O)CCCCCN1C(=O)c2ccc(C(=O)O)cc2C1=O,-12%,-1%,0.8%[9.22 µM],·,·,2%,-2%,·,-2%,-2%,·
N[C@@H](CCCP(=O)(O)O)C(=O)O,10%,0%,·,·,·,-3%,2%[25.6 µM],·,-5%,6%,·

An excerpt. The share of hits here may be higher or lower than overall.
